Assay outcomes deposited in PubChem BioAssay by National Center for Advancing Translational Sciences (NCATS).
GoLoco inh red – qHTS Assay for Inhibitors of RGS12 GoLoco Motif Activity (Red Fluorophore); AID 880, 2007; Potency, µM (highest dose often 61.6 µM), for the others: top-dose activity, negative = inhibition, hits mostly inhibitors; Guanine nucleotide-binding protein G(i) subunit alpha-1 (Homo sapiens), P63096; Gai1:RGS12 GoLoco peptide FP, rhodamine, 10 min; 230,000 tested, 0.44% active; active means well fitted inhibition curve with a large enough effect, not every such curve was filed as active; inactive means no such curve, though single readings can be large or run the other way; further: nearly all actives have a fitted effect of over 30% in size; many of its hits are not listed in these tables
Target sequence (P63096 whole entry, looked up): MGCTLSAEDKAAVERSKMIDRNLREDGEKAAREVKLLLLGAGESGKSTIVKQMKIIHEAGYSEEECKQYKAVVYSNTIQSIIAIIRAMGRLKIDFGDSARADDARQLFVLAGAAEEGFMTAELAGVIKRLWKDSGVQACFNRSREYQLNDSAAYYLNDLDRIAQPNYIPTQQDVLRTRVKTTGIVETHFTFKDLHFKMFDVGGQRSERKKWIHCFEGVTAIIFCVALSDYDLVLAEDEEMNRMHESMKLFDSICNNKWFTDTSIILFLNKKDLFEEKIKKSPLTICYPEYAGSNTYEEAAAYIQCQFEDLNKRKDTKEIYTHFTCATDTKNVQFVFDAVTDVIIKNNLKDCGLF
RECQ1 helicase – qHTS Assay for Inhibitors of RecQ-Like Dna Helicase 1 (RECQ1) | 240,000 tested, 0.54% active | Potency, µM (series often up to 57.3 µM), inactives show at the top dose activity, negative = inhibition, actives largely listed as inhibitors | RECQ1 DNA unwinding, red fluorescence kinetic read | AID 2549, 2010 | ATP-dependent DNA helicase Q1 (Homo sapiens), P46063;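 further: plate controls were vehicle for no effect and no enzyme for full effect; nearly all actives have a fitted effect of over 30% in size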
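RECQ1T1 50 nM; forked duplex (20 bp + 30-nt ss tails) 200 nM, ATP 2 mM final; pH 8.0, 2 mM MgCl2, 2.5 ug/ml poly(dI-dC); 15 min compound preincubation; discontinuous kinetic read over 2 h at RT.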
L3MBTL1 inh – qHTS Assay for the Inhibitors of L3MBTL1. AlphaScreen L3MBTL1–H3K9me1 peptide binding. Potency, µM (top dose mostly 57.1 µM), for inactives: at the highest dose activity, negative = inhibition, actives largely listed as inhibitors. 230,000 tested, 0.66% active. AID 485360, 2010; further: nearly all actives have a fitted effect of over 60% in size
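AlphaScreen proximity signal between nickel-chelate acceptor and streptavidin donor beads (final 10 ug/mL) reports binding of 50 nM L3MBTL1 to 75 nM biotin-H3 K9me1 peptide; complex incubated with compounds 30 min at room temperature; cefsulodin titration as control.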
JMJD2E inh – qHTS Assay for Inhibitors of Human Jumonji Domain Containing 2E (JMJD2E); Potency, µM (series often up to 57.1 µM), for inactives: at the top dose activity change, negative = inhibition, most hits filed as inhibitors; Lysine-specific demethylase 4E (Homo sapiens), B2RXH2; JMJD2E catalytic domain, FDH-coupled NADH fluorescence (FDH is formaldehyde dehydrogenase); 230,000 tested, 1.6% active; active means well fitted inhibition curve with a large enough effect, not every such curve was filed as active; inconclusive means small, poorly fitted or top-dose-only effect, or another doubt; inactive means no such curve, though single readings can be large or run the other way;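 further: 0% = wells with enzyme and -100% = buffer wells without enzyme; nearly all actives have a fitted effect of over 50% in size; many of its hits are not listed in these tables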
Tau FP inhib – qHTS for Inhibitors of Tau Fibril Formation, Fluorescence Polarization; K18 P301L tau heparin fibrillization, Alexa594 FP, 6 h; Potency, µM (highest dose often 57.7 µM), inactives show at the highest dose activity, negative = inhibition, hits mostly inhibitors; 280,000 tested, 0.39% active; further: nearly all actives have a fitted effect of over 55% in size
Target sequence (P10636 561-689 P618L limits assumed): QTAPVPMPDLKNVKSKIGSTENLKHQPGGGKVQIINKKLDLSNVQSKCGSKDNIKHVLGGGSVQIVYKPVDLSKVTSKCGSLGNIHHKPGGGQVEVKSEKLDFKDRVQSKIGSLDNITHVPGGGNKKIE
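FP of Alexa 594-tau after heparin (20 uM) induction. Substrate: human K18 P301L, 15 uM unlabeled, 0.24 uM labeled. Buffer 100 mM sodium acetate pH 7. 6 hr, 37 C.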
TR SRC2 fluor cs – Total Fluorescence Counterscreen for Inhibitors of the Interaction of Thyroid Hormone Receptor and Steroid Receptor Coregulator 2; TRb/SRC2 Texas Red total fluorescence interference; AID 1479, 2009; 280,000 tested, 0.29% active; Potency, µM (titrated, usually from 106 µM), for inactives: top-dose fluorescence change, negative = quenching; active means well fitted curve in either direction with a large enough effect; inconclusive means small, poorly fitted or top-dose-only effect
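Flags fluorescent or light-absorbing compounds by total fluorescence, S + 2P, at 555 nm excitation and 632 nm emission. Mixture: 20 nM Texas Red SRC2 peptide, 0.6 uM human TRb LBD, 1 uM T3, 5% DMSO; compound exposure 5 h at ambient temperature.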
TRb SRC2 PPI – qHTS for Inhibitors of the Interaction of Thyroid Hormone Receptor and Steroid Receptor Coregulator 2; Potency, µM (series often up to 106 µM), for the others: at the highest dose activity change, negative = inhibition, usual class: inhibitors; TRbeta-SRC2 peptide binding, fluorescence polarization; receptor liganded with 1 µM T3; AID 1469, 2008; 280,000 tested, 0.065% active; Thyroid hormone receptor beta (Homo sapiens), P10828;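 further: plate controls were bound peptide for no effect and peptide without receptor for full effect; nearly all actives have a fitted effect of over 50% in size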
Target sequence (P10828 whole entry, looked up): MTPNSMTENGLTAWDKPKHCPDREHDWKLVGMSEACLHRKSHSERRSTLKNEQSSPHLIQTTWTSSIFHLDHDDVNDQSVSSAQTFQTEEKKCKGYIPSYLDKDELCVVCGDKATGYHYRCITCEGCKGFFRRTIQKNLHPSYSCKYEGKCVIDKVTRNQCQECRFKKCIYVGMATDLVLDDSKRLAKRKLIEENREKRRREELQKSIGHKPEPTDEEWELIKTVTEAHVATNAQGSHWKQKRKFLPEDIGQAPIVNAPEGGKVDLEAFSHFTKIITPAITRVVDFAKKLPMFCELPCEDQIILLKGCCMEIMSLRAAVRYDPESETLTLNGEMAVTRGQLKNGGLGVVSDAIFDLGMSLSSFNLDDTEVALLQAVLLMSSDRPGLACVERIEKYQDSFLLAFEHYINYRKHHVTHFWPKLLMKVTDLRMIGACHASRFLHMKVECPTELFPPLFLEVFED
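Fluorescence polarization of 20 nM Texas Red SRC2 peptide with 0.6 uM human TRb ligand-binding domain, in Tris buffer with 1uM T3 and 5% DMSO. Incubated 5 hr ambient; normalized to unbound and bound controls.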
Tau fibril ThT – qHTS for Inhibitors of Tau Fibril Formation, Thioflavin T Binding; 270,000 tested, 2.1% active; Potency, µM (titrated, usually from 57.4 µM), without a hit: top-dose activity, negative = inhibition, most hits filed as inhibitors; recombinant tau K18 P301L, heparin-induced fibrillization, ThT fluorescence; Microtubule-associated protein tau (Homo sapiens), P10636; further: nearly all actives have a fitted effect of over 55% in size
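Using a mix of unlabeled (15 uM) and Alexa 594-labeled (0.24 uM) tau K18 P301L, heparin-triggered fibrillization over 6 hr at 37 C was scored by ThT fluorescence.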
Active calls of the source: *; i = inactive; ? = inconclusive; · = not tested or not shown; & = joins results of further samples; ! = not confirmed by another sample; [ ] = remark or other dose. Unless noted, the call rests on the fitted dose curve; in most records, active means well fitted curve in the direction sought with a large enough effect; inconclusive means small, poorly fitted or top-dose-only effect, or another doubt; inactive means no such curve, though single readings can be large; an effect the other way counts as inactive or inconclusive. Unless noted, on the % scale 0 is the no-effect control and ±100 the full control effect; potency means the concentration at half of the fitted maximal effect. A portion of the library; the hit share may differ from the screen's.

Compound	TR SRC2 fluor cs	Tau fibril ThT	L3MBTL1 inh	JMJD2E inh	Tau FP inhib	TRb SRC2 PPI	GoLoco inh red	RECQ1 helicase
COc1ccc(CNC(=O)c2cccc3c2C(=O)N(Cc2cccnc2)C3)cc1	2%	8%	·	3%	0%	-1%	-9%	-8%
CCOc1ccccc1CNC(=O)c1cc2c(=O)n(Cc3ccco3)ccc2nc1C	-1%	-8%	·	·	-4%	8%	·	·
CCN(CC)CCCN(Cc1cc2cc3c(cc2[nH]c1=O)OCO3)C(=S)NCc1ccco1	0%	-18%	-29%	?	-2%	4%	12%	-2%
CCOC(=O)CNC(=O)O[C@@H]1C(=O)c2cc(Br)ccc2O[C@H]1c1cccc(OC)c1	-1%	-12%	·	-1%	1%	3%	0%	-1%
Cc1cc(C=NCCCO)c(C)n1-c1cc(Cl)ccc1Cl	-6%	-10%	·	-2%	-4%	-5%	-3%	-8%
COc1ccc(OC)c(NC(=O)C2CCCNC2=O)c1 (stereo unspecified)	1%	-2%	0%	5%	5%	-9%	0%	-13%
O=C(NNC(=S)NCc1ccccc1)c1cccc([N+](=O)[O-])c1	0%	-11%	-13%	5%	-7%	-4%	10%	i
Clc1ccc(-c2nn3cnnc3s2)c(Cl)c1	-1%	-12%	·	9%	-11%	5%	8%	0%
O=C(Nc1nc2ccccc2s1)C1CC(=O)N(c2ccc(Br)cc2)C1 (stereo unspecified)	1%	-12%	·	0%	?	-19%	0%	i
CC(=O)C(Sc1ccc2nnc(-c3ccc(F)cc3)n2n1)C(C)=O	3%	-7%	8%	?	-6%	-1%	9%	-16%
CCN(c1ccccc1)S(=O)(=O)c1ccc(OC)c(NC(=O)C2CC(=O)N(Cc3ccccc3)C2)c1 (stereo unspecified)	-3%	·	·	-2%	-4%	5%	-16%	-4%
Cc1cc(Cl)ccc1NC(=S)N1CCOCC1	-2%	-1%	-5%	-1%	3%	1%	7%	i
O=C(Oc1cc(Cl)cc(Cl)c1)c1cnc2n(c1=O)CCS2	-1%	?	4%	-15%	-10%	-5%	0%	-8%
CNC(=O)CCc1nc(-c2ccc(C(C)(C)C)cc2)no1	-2%	-17%	7%	11%	-1%	-6%	9%	-3%
Cc1noc(C)c1COc1cccc(C(=O)OC(C)C(=O)Nc2ccc3c(c2)OCO3)c1 (stereo unspecified)	0%	?	·	1%	12%	3%	2%	4%
CCN(C(=O)CSc1nc2n[nH]c(C)c2c(=N)n1-c1cccc(OC)c1)c1cccc(C)c1	-2%	-5%	·	·	2%	0%	·	·
COC(=O)Nc1nnc(COc2ccccc2)s1	-9%	-2%	2%	-3%	-4%	-4%	-3%	-3%
Oc1ccc(Br)cc1/C=N/n1cnc2ccccc21	-3%	?	-7%	3%	?	3%	3%	-1%
Cc1cc(C)n(-c2ccc(F)cc2)c(=O)c1C(=O)O	-3%	0%	7%	-20%	0%	4%	2%	-15%
Cc1nc(-c2ccc(C#N)cc2)cs1	-5%	-10%	0%	-7%	10%	-2%	5%	-5%
c1ccc2c(Nc3nnc(-c4ccncc4)s3)cccc2c1	-2%	?	0%	-4%	1%	1%	6%	7%
CCOc1cc(/C=N\NC(=O)Cc2ccccc2)ccc1OCC(=O)Nc1ccc(C)c(C)c1	0%	-12%	·	2%	-2%	-12%	8%	5%
Cc1ccc(-c2nc(C#N)c(NCCN3CCCCC3)o2)cc1	-3%	-17%	·	?	7%	-7%	10%	0%
CCN(CC)CCN1C(=O)c2ccccc2NC1c1ccc(N(C)C)cc1 (stereo unspecified)	-8%	1%	·	?	4%	-10%	-2%	i
COc1ccc(S(=O)(=O)NC2CC(C)(C)NC(C)(C)C2)cc1C(C)C	-3%	·	·	12%	-9%	-7%	23%	-21%
Cc1ccc([N+](=O)[O-])cc1-c1ccc(/C=N/NC(=O)c2cc3c(ccc4ccccc43)o2)o1	-6%	?	·	-23%	-3%	-8%	10%	5%
O=S(=O)(c1ccc(C2CCCCC2)cc1)N1CCN(c2ccc(Cl)c(Cl)c2)CC1	1%	8%	·	·	-4%	2%	·	·
Cn1c(=O)[nH]c(=O)c2c1nc(Br)n2CCCSc1nc2ccccc2o1	4%	-11%	0%	4%	4%	-3%	12%	-5%
O=c1ncn(-c2ccc(F)cc2)c2ncccc12	1%	-6%	·	-4%	8%	-3%	10%	i
CCCCOc1ccc(/C=C/C(=O)OCC(=O)c2c(N)n(C)c(=O)n(C)c2=O)cc1OCC	-2%	-2%	-5%	?	?	-9%	4%	i
CC(=O)N1c2ccccc2N2C(c3c(C)c(C)cc(C)c3C)=NON12	0%	?	-4%	-4%	3%	1%	-10%	i
CCOc1ccccc1NC(=O)C1CCCN1S(=O)(=O)c1ccc2nc(-c3ccccc3)[nH]c2c1 (stereo unspecified)	-2%	4%	·	·	?	5%	·	·
COc1ccc2oc(C(=O)OCC(=O)NC(=O)NC(C)C)c(C)c2c1	-1%	-29%	·	?	-7%	-5%	8%	-4%
O=C(O)Cn1ncc2c1-c1ccoc1CC2	-6%	?	?	?	?	2%	-16%	-5%
CCOC(=O)N1CCC(NC(=O)Cn2ncc3c2-c2cc(C)ccc2OC3)CC1	-1%	-4%	·	-6%	2%	7%	-20%	-1%
COc1ccc(Nc2nc(Nc3ccc(OC)cc3)nc(SC3=NCCS3)n2)cc1	-2%	?	·	-8%	14%	1%	2%	i
CCCCCCCC/C=C\CCCCCCCC(=O)NCCc1ccc(O)c(O)c1	-4%&-1%&-2%	?	-9%	20µM*!	?	11%&0%&9%	-4%&-3%&3%	-25%&-19%&-10%
O=C(Cc1n[nH]c(=O)c2ccccc12)OCc1c(Cl)cccc1Cl	-6%	-5%	8%	2%	-11%	0%	13%	-9%
CCOC(=O)Cn1c(Br)nc2c1c(=O)[nH]c(=O)n2C	3%	2%	·	0%	5%	-4%	-2%	-7%
COC(=O)Cn1c(=NC(=O)c2cc(OC)c(OC)c(OC)c2)sc2cc(OC)ccc21	1%	-2%	7%	?	-6%	-9%	-1%	-2%

Single records, as listed above.
Cc1cc(C)n(-c2ccc(F)cc2)c(=O)c1C(=O)O in the list: TR SRC2 fluor cs: -3%; Tau fibril ThT: 0%; L3MBTL1 inh: 7%; JMJD2E inh: -20%; Tau FP inhib: 0%; TRb SRC2 PPI: 4%; GoLoco inh red: 2%; RECQ1 helicase: -15%
Cc1cc(C=NCCCO)c(C)n1-c1cc(Cl)ccc1Cl in the list: TR SRC2 fluor cs: -6%; Tau fibril ThT: -10%; L3MBTL1 inh: ·; JMJD2E inh: -2%; Tau FP inhib: -4%; TRb SRC2 PPI: -5%; GoLoco inh red: -3%; RECQ1 helicase: -8%

Other results follow.
Compound	TR SRC2 fluor cs	Tau fibril ThT	L3MBTL1 inh	JMJD2E inh	Tau FP inhib	TRb SRC2 PPI	GoLoco inh red	RECQ1 helicase
CC1=CC2=NC(=O)/C(=C\c3cc(C)n(-c4ccccc4)c3C)C(=N)N2O1	2%	?	3%	-186%	-9%	-2%	0%	-2%
Cc1cnn2c(C3CC3)ccnc12	-2%	9%	-24%	?	13%	-3%	4%	-5%
O=C(O)c1cc([N+](=O)[O-])cc2c1nnn2O	-8%	?	-26%	2%	?	2%	7%	-10%
COC(=O)c1ccc(NC(=O)C23CCC(C)(C(=O)O2)C3(C)C)cc1 (stereo unspecified)	0%	-7%	-1%	6%	-11%	1%	7%	12%
Cc1nc(C(F)(F)F)c(C(=O)NC(=O)Nc2ccc(OC(F)(F)F)cc2)s1	-2%	-14%	13%	-1%	-9%	-14%	9%	-18%
CC(C)CN(C)Cc1c(C(=O)N2CCc3ccccc3C2)nc2ccc(Cl)cn12	-3%	-13%	-3%	-11%	8%	1%	-6%	-17%
O=C(NCCn1cc(SCc2ccccc2)c2ccccc21)c1ccccc1F	1%	?	1%	0%	-2%	7%	4%	i
CCc1c(C)nc2cc(-c3ccc(OC)c(OC)c3)nn2c1N1CCC(C)CC1	-3%	-13%	-4%	-23%	2%	-4%	-5%	-5%
O=C(OCc1cccs1)c1ccccc1NS(=O)(=O)c1ccc2c(c1)OCCO2	1%	8%	11%	?	?	-18%	-2%	-21%
CCOc1ccc(NCc2cccn2-c2nnc(N3CCC(C(=O)NCCc4ccc(OC)c(OC)c4)CC3)s2)cc1	35µM*[quencher]	?	·	·	9%	-8%	·	·
O=C(CSc1nncn1-c1cccnc1)N(c1ccccc1)c1ccccc1	4%	-9%	3%	9%	-1%	8%	16%	-3%
C=CCNC(=S)Nc1ccc(OC)c(S(=O)(=O)N2CCOCC2)c1	-1%	9%	-8%	8%	7%	5%	8%	i
COc1ccc(OC)c(-c2nc(C)sc2CC(=O)O)c1	1%	-4%	·	1%	-2%	5%	1%	-5%
O=C(NCCCn1ccnc1)/C(=C\c1cccnc1)NC(=O)c1ccccc1Br	8%	1%	4%	0%	2%	-6%	-3%	-3%
COc1ccc(N=c2oc3cc(O)ccc3cc2C(=O)NCC2CCCO2)c(OC)c1 (stereo unspecified)	2%	?	-9%	?	-4%	4%	-64%	15%
CCC1Oc2ccc(C)cc2N(CC(=O)N(Cc2ccncc2)Cc2ccco2)C1=O (stereo unspecified)	3%	-18%	-7%	?	5%	-19%	10%	-29%
CSc1ccccc1NC(=O)CN(c1ccccc1Br)S(C)(=O)=O	-2%	2%	-2%	-1%	-6%	-1%	-5%	-6%
COc1ccc(NC(=S)N/N=C/c2cccn2Cc2ccc(F)cc2Cl)cc1	-5%	-12%	·	5%	-2%	8%	7%	-2%
